Phagocyt inh = inhibitors of macrophage phagocytosis, primary screen, imaging, J774A.1 cells, IgG beads. J774A.1 macrophage IgG-bead phagocytosis. inhibition, % at 5 µM. 110,000 compounds, 0.07% hits;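 active = inhibition above the mean of the plate negative controls plus 5 SD, cut at about 13% in these data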;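 note: phagocytic index as fraction of beads internalized from green versus red external bead signal; plate controls were DMSO negative control for no effect and cytochalasin-D positive control for full effect; some results beyond the cut were filed as inactive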
HCT116 bCat-KO = primary screen for growth suppressors in beta-catenin knockout HCT116 cells (colon tumor, human) | HCT116 beta-catenin knockout viability, CellTiter-Glo, 60 h; stronger effect = lower value | viability, % at 10 µM | 140,000 compounds, 1.5% hits | AID 818, 2007;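 active = viability at or under a set limit, the compound median less 4 SD, cut at about 6% in these data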;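 note: 0% = Hyamine 1622 control at 20 µM and 100% = untreated cell control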
BB579 growth dn = growth inhibitors of yeast BB579 in restrictive medium, primary screen, yeast lifespan-shortening project, S. cerevisiae | 140,000 compounds, 0.51% hits | AID 804, 2007 | OD615, 48 h | inhibition, % at 10 µM;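 active = inhibition above a set limit, 3 SD over the mean compound inhibition, cut at about 44% in these data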; note: inactives centre near -24
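System: DeaD yeast strain BB579; buffer or medium: CSMM-D dextrose restrictive medium; technique: OD at 615 nm; schedule: 4 h cell preincubation, 48 h compound exposure, 30 °C humidified; doses: single 10 µM dose; controls: amphotericin B 10 µg/mL, positive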
Yeast lifespan up = compounds extending yeast replicative lifespan, primary screen, S. cerevisiae, OD615; 130,000 compounds, 0.68% hits; S. cerevisiae growth with nicotinamide; deaD strain in restrictive glucose medium; inhibition of the nicotinamide effect, % at 10 µM; AID 775, 2007;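 active = inhibition above a set limit, placed 3 SD over the median of all compounds, cut at about 26% in these data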;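 note: 0% = nicotinamide-treated wells and 100% = cells grown without nicotinamide; some compounds called inactive have numbers as strong as hits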
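assay system = DeaD-strain S. cerevisiae | buffer or medium = restrictive glucose medium | reagent = 1.5 mM nicotinamide | compound = 10 µM single point, 0.25% DMSO | incubation = 48 h compound exposure at 30 °C, humidified | signal = OD615 measurement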
PTEN del growth = growth suppression of PTEN-null HCT116, primary screen, cell-based, CellTiter-Glo | AID 827, 2007 | HCT116 PTEN-null viability, 60 h; stronger effect = lower value | viability, % at 10 µM | 140,000 compounds, 1.2% hits;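 active = viability at or below a set limit, 4 SD under the median of all tested compounds, cut at about 3.7% in these data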;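 note: PTEN knockout HCT116 line with beta catenin targeted HCT116 as companion control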
NPY-Y2 antag = NPY-Y2 receptor antagonists, primary screen, cell-based. 140,000 compounds, 0.99% hits. NPY-Y2 expressing cells, antagonist mode. Neuropeptide Y receptor type 2 (Homo sapiens), P49146. inhibition, % at 2.7 µM. AID 793, 2007; in the data active = inhibition above about 17%;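 note: 0% = vehicle with agonist challenge and 100% = reference antagonist with challenge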
Target sequence (P49146 whole entry, looked up): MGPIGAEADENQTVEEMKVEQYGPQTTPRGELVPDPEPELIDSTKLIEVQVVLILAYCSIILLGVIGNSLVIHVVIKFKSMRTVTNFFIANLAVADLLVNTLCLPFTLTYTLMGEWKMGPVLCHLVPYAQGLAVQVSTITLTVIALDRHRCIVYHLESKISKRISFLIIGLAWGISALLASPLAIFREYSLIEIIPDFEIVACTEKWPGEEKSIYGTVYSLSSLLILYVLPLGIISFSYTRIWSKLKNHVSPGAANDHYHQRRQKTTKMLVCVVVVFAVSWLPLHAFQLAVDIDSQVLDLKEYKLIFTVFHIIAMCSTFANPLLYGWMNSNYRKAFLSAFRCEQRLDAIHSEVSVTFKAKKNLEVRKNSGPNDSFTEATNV
GALR2 antag = GALR2 antagonists in receptor-expressing cells, primary screen. antagonist mode. AID 828, 2007. inhibition, % at 4 µM. Galanin receptor type 2 (Homo sapiens), O43603. 140,000 compounds, 0.39% hits; in the data active = inhibition above about 27%;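 note: cells stimulated with galanin 1-16 at roughly its EC80; 0% = agonist challenge control and 100% = basal control without agonist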
Target sequence (O43603 whole entry, looked up): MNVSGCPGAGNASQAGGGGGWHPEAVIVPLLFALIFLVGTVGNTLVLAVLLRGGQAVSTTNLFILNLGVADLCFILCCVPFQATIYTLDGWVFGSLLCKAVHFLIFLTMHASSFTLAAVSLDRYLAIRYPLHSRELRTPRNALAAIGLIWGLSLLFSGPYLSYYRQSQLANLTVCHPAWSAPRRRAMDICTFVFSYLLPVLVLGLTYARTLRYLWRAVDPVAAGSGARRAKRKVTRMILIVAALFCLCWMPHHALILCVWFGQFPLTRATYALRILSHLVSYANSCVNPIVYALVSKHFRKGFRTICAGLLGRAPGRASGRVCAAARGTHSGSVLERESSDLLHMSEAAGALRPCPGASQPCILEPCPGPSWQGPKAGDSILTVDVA
E-sel TNF inh = E-selectin induction blockers in HUVEC – imaging, immunofluorescence, high content, primary screen; AID 1246, 2008; inhibition, % at 2 µM; 120,000 compounds, 0.71% hits; HUVEC TNFa-induced E-selectin immunofluorescence;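 active = inhibition above the batch mean plus 3 SD, and confirmed as a hit on visual image review, cut at about 43% in these data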;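 note: 0% = TNF-stimulated DMSO wells and 100% = unstimulated control wells; not every result past the cut was called active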
MRP-1 activ = H69AR viability gain despite doxorubicin, primary screen, MRP-1 activator project, H69AR cells, CellTiter-Glo. 140,000 compounds, 0.61% hits. viability increase, % at 10 µM. viability rescue;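 active = viability gain under doxorubicin at or above a set limit, the compound median plus 3 SD, cut at about 4.7% in these data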;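 note: MRP-1 overexpressing cells given doxorubicin 25 µM after compound pretreatment; 18-22 h compound pretreatment then 72 h with doxorubicin before readout; 0% = doxorubicin-only wells and 100% = vehicle-treated cells without doxorubicin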
Measles CPE = compounds protecting cells from measles virus cytopathic effect, primary screen, measles RdRp inhibitor project, single point, MLSMR library, absorbance | Measles virus-infected cells, CPE protection | protection (pct of control), % at 4 µM | 140,000 compounds, 1.5% hits | AID 841, 2007; in the data active = protection mostly above about 24%, no sharp cut-off; inactive = mostly below about 26%; note: some compounds called inactive have numbers as strong as hits
Active calls of the source: *; x = no result given.

SMILES	Phagocyt inh	HCT116 bCat-KO	BB579 growth dn	Yeast lifespan up	PTEN del growth	NPY-Y2 antag	GALR2 antag	E-sel TNF inh	MRP-1 activ	Measles CPE
Cc1c(C(=O)Nc2c(C)n(C)n(-c3ccccc3)c2=O)oc2ccccc12	0	95	-28	-1	89	0	-8	-31	-2.4	-1
Cc1ccc2[nH]c3c(c2c1)CCCC3=O	1	92	-51	-13	92	1	6	-7	-0.5	14
O=C(COc1ccc(Cl)cc1)NC1CCSC1=O (configuration not stated)	1	90	-11	-9	100	6	0	-7	4.6	7
COCCNC(=O)CS(=O)Cc1nc(-c2ccc(OC)cc2)oc1C (configuration not stated)	0	94	-46	0	102	2	-11	x	-0.9	11
O=C1CC(C(=O)Nc2ccccc2)N=C(N2CCOCC2)N1 (configuration not stated)	1	97	-44	-2	97	2	-11	-2	1.6	11
Cc1ccc2c(c1)c1c(n2CC(O)CN2C(=O)CNC2=O)C(=O)CCC1 (configuration not stated)	x	102	15	-3	108	0	-1	8	0.1	8
CC(C)C[C@H](N)c1nnc(S(=O)(=O)Cc2ccc(F)cc2)o1	-1	88	2	2	91	3	7	35	-3.6	5
Cc1cc(N2CCN(Cc3ccc4c(c3)OCO4)CC2)n2ncnc2n1	4	96	-41	-2	91	4	-5	-9	-1.7	5
CCOCCCNC(=O)c1c[nH]c2cc(C)ccc2c1=O	1	96	-29	-2	103	0	3	-53	-1.5	4
COC(=O)Cn1ncc2c(C)n(Cc3ccccc3)c(C)c2c1=O	1	83	-16	-6	96	1	10	x	-0.2	13
CN(CC(=O)NC(=O)NCc1ccccc1)Cc1cccc(Cl)c1Cl	1	89	-9	-1	89	10	-6	x	0.1	9
Cc1ccc(C)n1N1C(=O)/C(=C\c2ccc(Cl)cc2)SC1=S	x	86	-62	7	89	1	2	-9	0.0	11
CCc1sc(N2C(=O)C3C4CCC(C4=C(C)C)C3C2=O)nc1-c1ccccc1 (configuration not stated)	0	91	-58	-3	107	4	8	-9	-1.4	6
COc1ccc(-n2ncc3c(NCCCN4CCOCC4)ncnc32)cc1	-2	107	-47	-16	104	2	1	4	-1.2	4
CC(C)OCCCNC(=O)c1cc2c(s1)CS(=O)(=O)C2	0	82	-33	-5	97	2	-18	4	-2.0	25
Cc1sc(N)nc1-c1cccs1	x	94	-11	x	103	3	1	9	-5.5	5
CCN(CC)c1ccc(NC(=O)COC(=O)COc2ccccc2[N+](=O)[O-])cc1	-9	94	-34	17	98	2	-16	x	-1.1	6
COc1cc(OC)cc(-c2nnc(SCC(=O)N3CCCC3)o2)c1	0	98	-82	-7	101	2	8	-17	-0.1	3
CN(C(=O)COC(=O)c1ccc(Cl)cc1N)C1CCS(=O)(=O)C1 (configuration not stated)	0	99	-20	-7	109	3	-2	-7	0.0	9
NC(=O)c1ccsc1NC(=O)COC(=O)C1CCCN1C(=O)c1cccs1 (configuration not stated)	0	83	-53	-10	82	0	-1	x	-3.6	5
COc1ccc(NC(=O)C(NC(=O)c2ccc(=O)[nH]c2)c2ccccc2)cc1 (configuration not stated)	-6	98	4	-3	104	6	1	x	0.8	8
CC(Oc1ccc(Cl)cc1Cl)C(=O)NC1CCSC1=O (configuration not stated)	1	99	10	-5	89	0	0	-24	12*	18
CC1(C)C2CCC1(C)C(NC1=NCCC1)C2 (configuration not stated)	3	103	-6	1	88	2	6	x	-0.8	18
COc1ccc(Cn2c(C)cc3c(c2=O)C(c2cccs2)C(C#N)=C(N)O3)cc1OC (configuration not stated)	1	102	-4	-8	95	-1	-11	-8	-0.5	7
c1ccc(Cn2c(CNc3nc4ccccc4n3CCN3CCOCC3)nc3ccccc32)cc1	0	72	-29	12	71	2	-7	x	-5.5	21
NC(=O)C1(N2CCCCC2)CCN(C(=S)Nc2ccccc2)CC1	-6	98	-29	5	101	8	10	-12	-0.4	31
CC(=O)Nc1ccc(N2N=C(C)C(N=Nc3ccccc3)C2=O)cc1 (configuration not stated)	-4	99	-52	-6	97	0	5	8	-1.6	10
O=C(CC12CC3CC(CC(C3)C1)C2)NC(=S)N1CCCCC1	-12	95	-6	-1	88	4	0	2	-1.9	21
O=C(c1ccccc1)c1nccc2ccccc12	-5	87	-24	-4	91	2	-5	-21	-0.8	7
O=C(NCC1CCCO1)c1ccc(N2CCCCC2)nc1 (configuration not stated)	-1	87	-12	-12	105	3	1	34	-3.0	21
COc1cccc(/C=N/Nc2ncnc(N)c2[N+](=O)[O-])c1OC	-1	90	27	-9	96	0	-12	18	-1.2	6
O=C(Nc1ccc(N2CCOCC2)cc1)C1CCCN(S(=O)(=O)c2cccc(C(F)(F)F)c2)C1 (configuration not stated)	0	76	-18	-3	71	2	1	20	-3.8	5
Cc1cccc(-c2noc(CN(C)S(=O)(=O)c3cc(Cl)ccc3Cl)n2)c1	0	83	-42	-10	81	10	5	-6	1.9	20
CCSc1nc2c(c(=O)[nH]1)C(c1cccs1)C(C(=O)OC)=C(C)N2 (configuration not stated)	x	87	-24	7	93	-2	5	4	-1.7	14
COc1ccc(NC(=S)Nc2ccc(C)c(S(=O)(=O)N3CCCCC3)c2)cc1	-2	38	-24	3	39	-1	1	3	-3.5	23
CCn1c(COc2cccc(OC)c2)nnc1SCC(=O)Nc1ccccc1C(=O)OC	0	78	-25	13	79	10	-8	x	-3.4	22
COc1nc(Nc2ccc(C(C)C)cc2)nc(OC)n1	x	98	-48	x	95	2	18	-1	0.2	16
Cc1ccc(C(=O)c2c(NC(=O)c3cccnc3)sc3c2CCCC3)cc1	7	91	-36	-7	92	7	3	-52	0.5	10
Cc1cccc(-n2ncc3c(NCc4ccccn4)ncnc32)c1	2	96	15	-6	86	-1	-14	-14	-1.1	2
CCCn1c(=N)c(C(=O)NCC2CCCO2)cc2c(=O)n3cccc(C)c3nc21 (configuration not stated)	x	90	-30	0	87	2	-15	x	-3.7	10

A different layout for part of the listing above:
SMILES,Phagocyt inh,HCT116 bCat-KO,BB579 growth dn,Yeast lifespan up,PTEN del growth,NPY-Y2 antag,GALR2 antag,E-sel TNF inh,MRP-1 activ,Measles CPE
CCn1c(COc2cccc(OC)c2)nnc1SCC(=O)Nc1ccccc1C(=O)OC,0,78,-25,13,79,10,-8,x,-3.4,22
COc1nc(Nc2ccc(C(C)C)cc2)nc(OC)n1,x,98,-48,x,95,2,18,-1,0.2,16
Cc1ccc(C(=O)c2c(NC(=O)c3cccnc3)sc3c2CCCC3)cc1,7,91,-36,-7,92,7,3,-52,0.5,10

The results go on.
SMILES	Phagocyt inh	HCT116 bCat-KO	BB579 growth dn	Yeast lifespan up	PTEN del growth	NPY-Y2 antag	GALR2 antag	E-sel TNF inh	MRP-1 activ	Measles CPE
Cc1ccc2nc(C)/c(=N\O)c(C)nc2c1	x	88	-36	8	87	0	19	-24	-5.2	4
CCOc1cccc2sc(=NC(=O)c3ccc(S(=O)(=O)N4CCOCC4)cc3)n(C)c12	-3	62	-51	-17	64	0	10	x	-1.1	3
Cc1ccc2nc(-c3ccc(N4C(=O)CC(N5CCN(CCO)CC5)C4=O)cc3)sc2c1 (configuration not stated)	-3	90	3	-7	100	1	-11	x	0.2	7
CO/N=C(/CS(=O)c1ccc(Br)cc1)c1ccc(OC)cc1 (configuration not stated)	-1	83	-17	11	80	7	3	-2	-3.9	28
Cc1oc(-c2ccc(Cl)cc2)nc1CN1CCC(C(=O)NCCCN2CCOCC2)CC1	-1	68	-12	-7	56	7	10	13	-1.7	6
Cc1ccc(S(=O)(=O)N2CCC(=O)N(C(COCc3ccccc3)C(C)C)CC2)cc1 (configuration not stated)	x	86	-33	6	83	3	9	-20	-1.9	4
O=C(Nc1nnc(-c2ccncc2)o1)C1CCCCC1	-15	88	-2	2	102	4	-8	12	0.2	13
CC(C)(C)C1CCC(OCC(O)CN2CCN(Cc3ccccc3)CC2)CC1 (configuration not stated)	x	74	1	-6	80	7	-8	-47	-2.3	12
COC(=O)COc1ccc(-c2nn(C)c(=O)c3ccccc23)cc1	-5	98	-21	-12	100	-1	-5	-3	-1.1	25
COC(=O)Cc1cc(=O)n(-c2nc3ccccc3[nH]2)[nH]1	x	92	72*	-6	83	2	6	5	0.3	12
CC(=O)C1C(c2ccccc2OC(F)F)NC(=O)NC1(O)C(F)(F)F (configuration not stated)	x	88	-47	-22	84	3	8	3	-2.1	0
CCCCCCCC(=O)NNC(=O)Cc1ccccc1	x	107	-37	-13	100	2	5	-57	-0.4	8
COc1ccccc1N1CCN(CC(=O)c2c(C)n(C)c3ccccc23)CC1	2	73	-32	-13	64	2	-11	11	-1.9	3
COc1ccc(OC)c(NC(=O)CN(c2ccc(OC)c(Cl)c2)S(C)(=O)=O)c1	0	75	-26	-9	90	2	3	-3	-0.8	4
Cc1noc(NS(=O)(=O)c2ccc(NC(=O)C34CC5CC(C3)CC(n3cnc(Cl)n3)(C5)C4)cc2)c1C	-1	102	11	-2	92	2	0	x	0.5	26
O=C(CSc1nccn1-c1ncc(C(F)(F)F)cc1Cl)c1ccc(Cl)cc1	x	96	-38	-24	95	-1	-3	-5	-2.6	12
Cc1cc2cc3c(cc2nc1SCC(=O)N1c2ccccc2CC1C)OCO3 (configuration not stated)	x	48	-44	x	54	12	1	0	-3.4	2
CCOc1ccccc1NC(=O)c1ccc(F)c(S(=O)(=O)N2CCC3(CC2)OCCO3)c1	3	82	-61	-4	84	4	-15	-26	-1.2	5
COc1ccc(O/C(=N\S(=O)(=O)c2ccccc2)c2ccccc2)cc1	1	94	-27	-13	102	4	0	-9	-3.2	12
COc1ccc(N(CC(=O)Nc2ccc3c(c2)OCCO3)S(=O)(=O)c2c(C)noc2C)cc1	x	85	-51	-7	92	4	2	x	-0.9	13
CCCc1cc(=O)n2[nH]c(Cc3ccccc3)nc2n1	-1	90	27	0	97	5	1	-2	0.1	5
CCN(C(=O)CN1CCN(c2ccc(O)cc2)CC1)c1c(N)n(Cc2ccccc2)c(=O)[nH]c1=O	0	75	-28	-1	77	2	-7	29	2.8	9
COC(=O)C(Cc1ccccc1)NC(=O)C12CC3CC(CC(C3)C1)C2 (configuration not stated)	-8	96	0	8	94	1	11	x	2.7	12
CSCCC(NS(=O)(=O)c1ccc2c(c1)OCCO2)C(=O)NCCc1ccccn1 (configuration not stated)	-1	88	-45	-8	107	-2	3	x	-1.4	6
O=C(/C=N/O)NCCCn1ccnc1	0	91	11	2	99	1	-14	-1	-0.2	4
CCOc1cc(Br)ccc1S(=O)(=O)N1CCC(C(N)=O)CC1	-1	93	-22	-2	97	-1	-2	x	-0.9	5

Not a hit list. Share with any hit: about 6.4%.
